Screening data: PubChem BioAssay, National Center for Advancing Translational Sciences (NCATS)
GRP78 ERSR act – qHTS for Inducers of the Endoplasmic Reticulum Stress Response (ERSR) in Human Glioma: qHTS; U87-MG GRP78 promoter luciferase reporter, 16 h; AID 602332, 2012; 420,000 compounds, 0.02% hits; Potency, µM, for the others: at the highest dose activation, actives largely listed as activators; also: potency is read from the fitted curve at half-maximal effect; series mostly up to about 76 µM; % of control where 0% means no effect; nearly all actives have a fitted effect of over 35% in size
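Stably transfected U87-MG human glioma cells carrying a GRP78-based luminescent sensor were seeded at 1000 cells/well, pin-dosed with compounds and incubated 16 h. Luciferase reagent was then added, and end-point luminescence was read after 10 min at room temperature.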
LDHA inh – qHTS assay for inhibitors of human lactate dehydrogenase. purified LDHA, NADH/diaphorase-resazurin fluorescence; stronger effect = lower value. activity change, % (values are at about 110 or 230 µM). 480,000 compounds, 0.15% hits. AID 1347041, 2019; in the data active = activity change below about -30%; inconclusive = mostly about -25% to -30%;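 also: plate controls were DMSO wells for no effect and wells without enzyme for full effect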
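Resorufin fluorescence (ex540/em590), read at 0 and 20 min after diaphorase/resazurin addition, reports the NADH left after a 5 min room-temperature reaction of 2 nM human LDH5 with 0.06 mM NADH and 0.2 mM pyruvate.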
POLH inh – qHTS for Inhibitors of Polymerase Eta; DNA polymerase eta (Homo sapiens), Q9Y253; recombinant Pol eta, fluorescent DNA replication assay; Potency, µM (series often up to 114 µM), inactives show at the top dose activity change, negative = inhibition, most hits filed as inhibitors; 390,000 compounds, 1.2% hits; AID 588591, 2011; also: potency is read from the fitted curve at half-maximal effect; % is scaled to controls: 0 for no effect and ±100 for the full control effect
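Pol eta (10 nM) was preincubated with compounds for 15 min at room temperature, after which fluorescent replication substrate (50 nM final) was added to start the reaction. Fluorescence was read kinetically at 0 and 10 min.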
APEX1 inh – qHTS Assay for Inhibitors of the Human Apurinic/apyrimidinic Endonuclease 1 (APE1); DNA repair nuclease/redox regulator APEX1 (Homo sapiens), P27695; recombinant APE1, TAMRA/BHQ-2 abasic DNA cleavage fluorescence; Potency, µM (doses to about 65.8 µM), for the others: at the top dose activity change, negative = inhibition, actives largely listed as inhibitors; 350,000 compounds, 0.35% hits; AID 2517, 2012;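 also: potency is read from the fitted curve at half-maximal effect; plate controls were vehicle for no effect and reference inhibitor for full effect; nearly all actives have a fitted effect of over 55% in size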
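Substrate: short duplex with […] THF abasic site, 5'-TAMRA and 3'-BHQ-2, 50 nM final. APE1 at 0.75 nM, preincubated 15 min RT with compound. Fluorescence increase from first to third read measured activity.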
BLM inh – qHTS Assay for Inhibitors of Bloom's syndrome helicase (BLM) | 350,000 compounds, 0.2% hits | recombinant BLM DNA unwinding, fluorescence dequenching | Potency, µM (highest dose often 56.1 µM), for inactives: at the top dose activity change, negative = inhibition, most hits filed as inhibitors;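 also: potency is read from the fitted curve at half-maximal effect; plate controls were vehicle for no effect and no enzyme for full effect; nearly all actives have a fitted effect of over 35% in size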
Apoferritin bind – qHTS Assay for Identification of Novel General Anesthetics | 350,000 compounds, 0.074% hits | Ferritin light chain (Equus caballus), P02791 | AID 485281, 2010 | Potency, µM (doses to about 77.5 µM), inactives show top-dose activity change, negative = displacement, actives largely listed as inhibitors | apoferritin/1-aminoanthracene competitive binding, fluorescence; also: potency is read from the fitted curve at half-maximal effect; % is scaled to controls: 0 for no effect and ±100 for the full control effect; nearly all actives have a fitted effect of over 20% in size
Target sequence (P02791 2-175 limits assumed): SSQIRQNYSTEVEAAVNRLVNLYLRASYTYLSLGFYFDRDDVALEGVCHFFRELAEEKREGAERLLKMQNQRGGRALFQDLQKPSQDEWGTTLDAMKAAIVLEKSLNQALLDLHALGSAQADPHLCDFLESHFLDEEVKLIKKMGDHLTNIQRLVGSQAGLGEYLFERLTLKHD
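Horse-spleen apoferritin (10 uM) was mixed with 50% saturated 1-aminoanthracene in PBS, exposed to compounds for 10 min at room temperature, and read for fluorescence (ex 380 nm, em 535 nm). Competitive displacement was fitted with a four-parameter Hill equation.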
POLI inh – qHTS for Inhibitors of Polymerase Iota; Potency, µM (doses to about 115 µM), without a hit: at the top dose activity, negative = inhibition, actives largely listed as inhibitors; DNA polymerase iota (Homo sapiens), Q9UNA4; 390,000 compounds, 1% hits; AID 588590, 2011; Pol iota fluorescent replication assay, 10 min; also: potency is read from the fitted curve at half-maximal effect
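Fluorescent replication assay read twice, at 0 min and 10 min after adding 50 nM (final) substrate. Enzyme (10 nM) and compounds were first incubated 15 min at room temperature; enzyme-free buffer wells were negative controls.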
Pol kappa inh – qHTS for Inhibitors of Polymerase Kappa; DNA polymerase kappa (Homo sapiens), Q9UBT6; purified Pol kappa, fluorescent DNA synthesis assay, 10 min; Potency, µM (top dose mostly 107 µM), for the others: at the highest dose activity, negative = inhibition, hits mostly inhibitors; 400,000 compounds, 0.53% hits; AID 588579, 2011; also: potency is read from the fitted curve at half-maximal effect; % is scaled to controls: 0 for no effect and ±100 for the full control effect
Target sequence (Q9UBT6 whole entry, looked up): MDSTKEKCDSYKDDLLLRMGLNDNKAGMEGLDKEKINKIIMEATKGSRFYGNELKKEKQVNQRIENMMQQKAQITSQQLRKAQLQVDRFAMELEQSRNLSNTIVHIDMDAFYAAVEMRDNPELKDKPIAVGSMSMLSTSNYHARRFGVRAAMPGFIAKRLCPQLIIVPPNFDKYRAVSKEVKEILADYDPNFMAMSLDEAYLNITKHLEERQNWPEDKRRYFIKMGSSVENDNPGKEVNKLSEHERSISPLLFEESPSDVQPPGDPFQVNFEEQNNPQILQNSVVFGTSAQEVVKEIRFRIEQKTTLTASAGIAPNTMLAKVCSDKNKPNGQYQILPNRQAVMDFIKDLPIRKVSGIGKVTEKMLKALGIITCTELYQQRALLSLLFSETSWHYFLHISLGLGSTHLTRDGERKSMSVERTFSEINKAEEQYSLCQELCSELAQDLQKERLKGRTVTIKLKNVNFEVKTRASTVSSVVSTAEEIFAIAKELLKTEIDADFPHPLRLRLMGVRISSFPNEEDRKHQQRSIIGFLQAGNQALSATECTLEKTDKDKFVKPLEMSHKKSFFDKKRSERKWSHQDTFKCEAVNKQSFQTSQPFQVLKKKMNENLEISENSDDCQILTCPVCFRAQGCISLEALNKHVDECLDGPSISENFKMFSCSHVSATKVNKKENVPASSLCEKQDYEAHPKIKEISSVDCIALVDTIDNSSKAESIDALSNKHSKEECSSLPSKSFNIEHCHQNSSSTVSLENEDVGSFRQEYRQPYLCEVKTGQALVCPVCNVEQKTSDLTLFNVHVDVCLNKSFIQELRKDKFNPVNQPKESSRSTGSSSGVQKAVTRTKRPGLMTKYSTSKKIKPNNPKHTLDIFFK
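Inhibition of 10 nM Pol kappa is measured by a fluorescent read-out at 0 and 10 min following addition of 50 nM substrate (final), with a 15-min room-temperature compound preincubation.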
POLB inh – qHTS Assay for Inhibitors of DNA Polymerase Beta; P06746; Pol beta primer extension/strand displacement, fluorescence kinetic; Potency, µM (doses to about 114 µM), inactives show top-dose activity change, negative = inhibition, usual class: inhibitors; 340,000 compounds, 1.3% hits; also: potency is read from the fitted curve at half-maximal effect; % is scaled to controls: 0 for no effect and ±100 for the full control effect
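Kinetic readout of DNA synthesis with strand displacement by Pol beta. Compound and 10 nM enzyme sit 15 min at room temperature; 50 nM substrate starts the reaction, read immediately and at 10 min.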
* = called active by the depositor; ? = inconclusive; / = no result given; & = joins results of further samples; [ ] = another dose, or the depositor's remark. Unless noted, calls follow the shape of the dose curve; as a rule, active = well fitted curve in the direction sought with a large enough effect; inconclusive = small, poorly fitted or top-dose-only effect, or another doubt; inactive = no such curve, though single readings can be large; an effect the other way counts as inactive or inconclusive. The list is partial (hit frequency here may not be typical).

Fields: Pol kappa inh | LDHA inh | Apoferritin bind | GRP78 ERSR act | POLH inh | APEX1 inh | POLB inh | BLM inh | POLI inh
- O=C(c1ccoc1)N1CCC2(CC1)Oc1ccc(Cl)cc1C(=O)C21CC(c2ccc(Cl)cc2)=NO1 (centres undefined)
    -5% | -7 | -10% | ? | 0% | 16% | ? | -8% | 13%
- OCCC1CN(Cc2cccn2-c2ccccn2)CCN1Cc1ccccc1 (centres undefined)
    -2% | -1 | -4% | -5% | -13% | 6% | -1% | 3% | 20%
- Cc1ccc2oc(C(=O)Nc3cc(C)on3)c(C)c2c1
    -5% | -2 | / | 5% | -9% | 28% | / | / | -25%
- CC1CCCN(c2nc3ccsc3c(=O)s2)C1 (centres undefined)
    0% | -1 | -2% | 7% | -9% | 14% | -1% | -1% | 11%
- CC1CCCN(C(=O)COC(=O)c2n[nH]c3ccccc23)C1 (centres undefined)
    -7% | -5 | ? | -3% | -1% | 1% | -19% | 0% | 5%
- C=CCN1C(=O)C(Cc2ccc(OCC)cc2)S/C1=N\N=C\c1cccs1 (centres undefined)
    -8% | -4 | -13% | 0% | -17% | -3% | 1% | -10% | 3%
- O=C(NCC(c1ccco1)N1CCCCC1)c1ccc(S(=O)(=O)Nc2ccccc2Cl)cc1 (centres undefined)
    -9% | -10 | / | -4% | 0% | 21% | / | / | -7%
- CC1Nc2ncnc(N3CCOCC3)c2N(Cc2ccccc2)C1=O (centres undefined)
    6% | 0 | / | -3% | 5% | 5% | / | / | -9%
- Cc1cc(C)c(C)c(S(=O)(=O)Nc2ccccc2C(=O)O)c1C
    -2% | -8 | -2% | 1% | -21% | 1% | 1% | -8% | 17%
- COc1ccc(NC(=O)N(C)C[C@H]2Oc3c(NC(=O)Nc4ccc5c(c4)OCO5)cccc3C(=O)N([C@H](C)CO)C[C@@H]2C)cc1
    15% | 10 | / | 1% | -17% | 30% | / | / | 14%
- CN(CC(=O)Nc1ccc(Cl)c(C(F)(F)F)c1)C(=O)Cc1n[nH]c(=O)c2ccccc12
    -11% | -3 | / | -2% | -18% | -2% | / | / | 1%
- O=C(CSc1nnc(COc2ccc(Br)cc2)o1)N1CCOCC1
    2% | -2 | -14% | -3% | -26% | 10% | 46% | -3% | 70%[activator]
- COc1ccc(NC(=S)N(CCN(C)C)C(C)c2ccncc2)cc1Cl (centres undefined)
    -18% | -7 | 1% | -3% | -11% | 14% | 1% | -1% | 11%
- COc1ccccc1CN1CCCC(N2CCN(c3ccccc3OC)CC2)C1 (centres undefined)
    -3% | 2 | -1% | -3% | -2% | 17% | 27% | 0% | 15%
- CCOC(=O)c1ccccc1NC(=O)c1ccccc1SC
    1% | -3 | -4% | 1% | -11% | -5% | 2% | -9% | -7%
- COc1ccccc1NC(=O)N(c1c(N)n(Cc2ccccc2)c(=O)[nH]c1=O)C1CCCC1
    0% | -15 | -16% | -3% | -10% | -1% | 12% | 0% | 14%
- Cn1c(=O)c2cc(S(=O)(=O)N3CCN(c4cccc(C(F)(F)F)c4)CC3)ccc2n(C)c1=O
    -1% | -2 | -2% | -4% | -2% | 2% | 1% | 1% | -12%
- CCOC(=O)c1ccc2c(c1)N(CC#N)C(=O)C(C)(C)O2
    -6% | -3 | -5% | 4% | -3% | ? | -1% | -2% | 37%[activator]
- C=Cc1ccc([C@H]2N[C@@H](C(=O)O)CC[C@@H]2C)cc1
    / | / | 0%[15.3 µM] | -3% | / | 20%[12.4 µM] | / | 4%[12.4 µM] | /
- COc1ncnc(OC)c1NC(=O)c1ccc(F)cc1
    -3% | -5 | -4% | -3% | -3% | -2% | 22% | -3% | ?
- Cc1nc2cc(-c3cccc(F)c3)nn2c(C)c1CCC(=O)NC1CCCCC1
    -4% | -1 | -11% | -8% | -11% | / | 0% | -1% | 7%
- O=C(/C=C/c1ccc(OCc2c(F)cccc2Cl)cc1)N1CCOCC1
    -26% | -1 | ? | 1% | -6% | 13% | -9% | -6% | 13%
- CCC(C)C(NC(=O)C1CCC(C)CC1)C(=O)Nc1ccc(OC)cc1OC (centres undefined)
    13% | 1 | -9% | -4% | -4% | -2% | 25% | -3% | 17%
- C/C(CCc1ccc2c(c1)OCO2)=N\NC(=S)NC(C)C
    10% | 5 | -18% | -3% | -9% | 3% | -18% | -2% | 39%
- CC(C)(Oc1ccc(Cl)cc1)C(=O)OCC(=O)Nc1ncc(Cl)cc1Cl
    -13% | -5 | ? | -2% | -3% | -6% | 4% | -7% | -3%
- CCOc1nc(C)cc(C)c1S(=O)(=O)c1cccc(Cl)c1
    3% | 0 | -13% | 1% | -21% | 44%[activator] | 5% | -4% | -2%
- CCOC(=O)C[C@H]1c2cc(F)ccc2S(=O)(=O)N1c1cccc(OC)c1
    -12%&-3% | -2 | / | -2%&-2% | -8% | / | / | / | 30%[activator]
- CSc1ccc(/C=N/NC(=O)c2cccs2)cc1
    -1% | -1 | 8% | 1% | -15% | -1% | ? | -8% | 4%
- COc1ccc(C)cc1S(=O)(=O)Nc1cccc(-c2ccc(N3CCCC3)nn2)c1
    -9%[60.1 µM] | -2 | 5% | -1% | -20% | / | -4% | -1% | 37%[activator]
- Cc1ccc(-c2nc(NCCN(C)C)c3ccccc3n2)cc1
    -20% | -1 | -10% | 1% | -2% | 11% | ? | 103%[activator] | 62%[activator]
- CN1C(=O)N(C)C(c2ccccc2Cl)C2=C1CC(C)(C)CC2=O (centres undefined)
    -1% | 0 | -16% | -6% | -17% | -15% | -12% | 0% | 45%[activator]
- COC(=O)c1ccccc1N/C=C/C(=O)c1ccc(Br)cc1
    -6% | -6 | 1% | -1% | -3% | 4% | -15% | -7% | 12%
- CCc1noc(C)c1C(=O)NC1CCCc2c1cnn2-c1ccc(C(C)(C)C)cc1 (centres undefined)
    -14% | -7 | -8% | -3% | -3% | 32% | 10% | -7% | 32%[activator]
- C[C@H](CO)N1C[C@H](C)[C@@H](CN(C)C(=O)Nc2ccc(C(F)(F)F)cc2)Oc2c(NS(=O)(=O)c3ccccc3)cccc2C1=O
    -11% | 1 | / | -1% | -25% | 6% | / | / | 24%
- COc1ccc(CC(=O)Nc2c3c(nn2C(C)(C)C)CS(=O)C3)cc1 (centres undefined)
    -2% | -7 | 0% | -6% | -11% | -5% | 19% | -1% | 11%
- C[C@H](N)C(=O)O
    -8%[19.4 µM] | / | / | -2% | / | ? | / | -1% | /
- COc1ccc(C)cc1S(=O)(=O)N1CCc2ccccc2C1
    -1% | -5 | -13% | -4% | -13% | -10% | 16% | -2% | 32%
- CNS(=O)(=O)c1ccc2c3c(cccc13)C(=O)N2
    -11% | 4 | 830%[activator] | -3% | 4% | -9% | 68% | -1% | -3%
- CCCCn1c(N)c(N(CCOC)C(=O)C2CCN(C(=O)c3ccc(Cl)cc3)CC2)c(=O)[nH]c1=O
    -11% | -6 | / | -4% | -5% | 4% | / | / | -4%
- C[C@H]1COC(=O)[C@H](CC(=O)OC(C)(C)C)C/C=C\C[C@@H](CC(=O)N[C@@H](CO)Cc2ccccc2)C(=O)N1
    -1% | -2 | / | -4% | 1% | -8% | / | / | -7%
- Cc1ccc(NC(=O)CSCC(=O)Nc2ccccc2C(=O)N2CCCCC2)cc1
    -9% | 2 | / | -1% | -14% | 25% | / | / | 52%[activator]
- O=C(NC1CCN(S(=O)(=O)c2ccccc2)CC1)c1ccc(F)cc1
    -14% | -5 | 12% | -1% | -14% | 56%[activator] | 8% | -3% | -5%
- O=C(NCc1ccc2c(c1)OCO2)c1ccc(NS(=O)(=O)c2ccc3c(c2)OCCO3)cc1
    0% | 11 | ? | -2% | -6% | -12% | -22% | -2% | 10%
- Cc1cc(C)cc(NC(=O)CCS(=O)(=O)c2ccc3c(c2)oc(=O)n3C)c1
    3% | -8 | 3% | -1% | 4% | / | 15% | 1% | 11%
- Cc1noc(C(F)(F)F)c1C(=O)NNC(=O)c1cccc(C(F)(F)F)c1
    1% | -7 | -1% | 4% | -11% | 17% | 27% | -1% | -7%
- O=C(O)CCC(=O)Nc1cccc2cccnc12
    4% | 8 | -3% | -4% | -15% | -7% | ? | -7% | 146%[activator]
- Cc1cc(SCC(=O)N2CCCC2=O)nc2c(C)cccc12
    1% | -3 | / | -2% | -16% | 17% | / | / | 14%
- CCOC(=O)c1cc(C)nc(Sc2ccc(C)cc2)c1C#N
    -10% | -12 | -16% | -1% | -3% | 13% | 22% | -10% | -21%
- O=C(CCSCc1ccccc1F)N1CCN(c2ccccn2)CC1
    0% | 2 | -4% | 3% | -2% | 1% | 9% | 0% | 30%
- CC(C)NC(=O)NC(=O)COC(=O)c1ccc(NC(=O)CC#N)cc1
    -1% | -1 | -12% | -3% | -4% | 13% | 43% | -6% | 3%
- Cc1ccc(S(=O)(=O)N2CCC(C(=O)NCc3cccnc3)CC2)cc1
    -7% | -3 | -4% | -5% | -5% | 2% | 31% | -1% | -19%

Look-ups from above.
Cc1cc(SCC(=O)N2CCCC2=O)nc2c(C)cccc12 @ POLI inh = 14%
O=C(CCSCc1ccccc1F)N1CCN(c2ccccn2)CC1 @ APEX1 inh = 1%
